Screens: PubChem BioAssay, National Center for Advancing Translational Sciences (NCATS)
MmCpn inh: blocks the Methanococcus maripaludis chaperonin Mm-Cpn | AID 504842 | 330,000 compounds, 0.031% hits | purified Mm-Cpn ATPase, ADP Transcreener TR-FRET | Potency, µM (series often up to 76.9 µM), for the others: at the highest dose activity, negative = inhibition, actives largely listed as inhibitors; further: potency means the concentration at half of the fitted maximal effect; on the % scale 0 is the no-effect control and ±100 the full control effect; nearly all actives have a fitted effect of over 80% in size
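ATPase read-out: TR-FRET ADP immunoassay (anti-ADP Eu cryptate vs ADP-d2), ex 320 nm, em 590/665 nm; signal drops as ADP forms. Enzyme 25 nM, ATP 10 uM, 30 min at 37°C after 10 min compound preincubation.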
Nrf2 ARE act: Nrf2 pathway activation; AREc32 ARE-luciferase reporter (MCF7-derived line), luminescence, 24 h; Potency, µM (titrated, usually from 46.1 µM), inactives show at the top dose activation, hits mostly activators; 410,000 compounds, 0.31% hits; AID 624171; further: potency means the concentration at half of the fitted maximal effect; % of control where 0% means no effect; nearly all actives have a fitted effect of over 65% in size
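Luciferase luminescence (Steady-Glo, 30 min at room temperature) served as the read-out of ARE activation in AREc32 cells treated with compounds for 24 hr at 37 deg C.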
pAkt inh: inhibitors of Akt phosphorylation; Neuro2A IGF-stimulated pAkt S473 HTRF, 20 min; hits give low values; activity change, % for hits at 50 µM; 360,000 compounds, 0.32% hits; AID 651550; in the data active means activity change below about -80%; inconclusive means mostly about -51% to -80%; further: on the % scale 0 is the no-effect control and ±100 the full control effect
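Neuro2A cells in DMEM with 0.5% FBS, overnight at 37 deg C, given compound at single 50 µM final, then IGF (6 nM final) for 20 min at 37 deg C. Lysed; phospho-Akt Ser473 by HTRF after 24 h, 665/615 ratio.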
EPAC2 antagonist: EPAC2 (human) antagonism. Q8WZA2. EPAC2 GEF exchange of Rap1B-BODIPY-GDP, fluorescence. Potency, µM (series often up to 114 µM), without a hit: at the highest dose activity, negative = inhibition, actives largely listed as inhibitors. 360,000 compounds, 0.18% hits. AID 720708; further: potency means the concentration at half of the fitted maximal effect; on the % scale 0 is the no-effect control and ±100 the full control effect; nearly all actives have a fitted effect of over 45% in size; many of its hits are not listed in these tables
Target sequence (Q8WZA2 whole entry, looked up): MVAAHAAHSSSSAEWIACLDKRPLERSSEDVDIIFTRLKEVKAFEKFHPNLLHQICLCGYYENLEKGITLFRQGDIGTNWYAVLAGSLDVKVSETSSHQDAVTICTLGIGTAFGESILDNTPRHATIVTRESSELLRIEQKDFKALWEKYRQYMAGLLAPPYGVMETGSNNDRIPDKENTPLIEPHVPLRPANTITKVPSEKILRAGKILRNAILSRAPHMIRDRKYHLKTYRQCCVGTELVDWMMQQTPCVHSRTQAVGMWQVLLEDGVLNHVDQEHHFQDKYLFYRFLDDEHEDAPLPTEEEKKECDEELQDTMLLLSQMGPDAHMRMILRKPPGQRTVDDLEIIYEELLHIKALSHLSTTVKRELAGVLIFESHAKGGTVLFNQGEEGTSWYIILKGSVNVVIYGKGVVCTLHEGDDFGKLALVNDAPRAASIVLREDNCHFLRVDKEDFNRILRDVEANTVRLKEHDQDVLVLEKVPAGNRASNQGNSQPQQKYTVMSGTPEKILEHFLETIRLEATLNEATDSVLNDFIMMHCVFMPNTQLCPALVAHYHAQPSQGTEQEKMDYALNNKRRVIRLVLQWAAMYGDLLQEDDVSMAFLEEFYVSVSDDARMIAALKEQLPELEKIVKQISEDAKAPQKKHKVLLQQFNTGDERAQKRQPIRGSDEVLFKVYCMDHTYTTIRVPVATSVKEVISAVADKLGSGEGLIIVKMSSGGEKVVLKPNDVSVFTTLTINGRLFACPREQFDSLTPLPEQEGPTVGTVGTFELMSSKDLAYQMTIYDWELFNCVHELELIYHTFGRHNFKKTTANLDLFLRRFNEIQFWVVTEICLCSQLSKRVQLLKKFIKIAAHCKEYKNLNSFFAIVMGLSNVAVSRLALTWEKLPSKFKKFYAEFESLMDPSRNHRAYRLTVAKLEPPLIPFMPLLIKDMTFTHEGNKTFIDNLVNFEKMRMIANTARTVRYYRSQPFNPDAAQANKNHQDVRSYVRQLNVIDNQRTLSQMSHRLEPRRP
CCT chaperon mod: cytosolic chaperonin activity modulation | purified chaperonin ATPase assay, HTRF ADP detection, 30 min | activity change, % (concentration not given with the values), hits read low | 360,000 compounds, 0.3% hits | AID 651819; in the data active means activity change below about -30%; further: on the % scale 0 is the no-effect control and ±100 the full control effect
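TRiC at 40 or 20 nM final (batch-dependent) in 30 mM Tris pH 7.4, 100 mM KCl, 5 mM MgCl2, 1 mM DTT, with compound at single 76 uM and 10 uM ATP, 30 min at 37 deg C. ADP detected by HTRF Transcreener, 665/615 ratio.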
EPAC2 ag: EPAC2 (human) agonism | Q8WZA2 | EPAC2 activation, biochemical qHTS; response scale: 100% = 6.5 mM cAMP response | Potency, µM (series often up to 154 µM), without a hit: at the highest dose activation, usual class: activators | 360,000 compounds, 0.079% hits | AID 720711; further: potency means the concentration at half of the fitted maximal effect; nearly all actives have a fitted effect of over 50% in size
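Readout is BODIPY fluorescence (480 nm excitation, 540 nm emission), which falls as labeled GDP is exchanged off Rap1B. EPAC2 at 100 nM acted on 250 nM RAP1B-BODIPY-GDP with 50 uM GDP present.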
Nrf2 block: inhibitors of Nrf2 signaling. A549 ARE-Fluc reporter, luciferase luminescence, 18-24 h. Potency, µM (series often up to 46 µM), without a hit: at the top dose activity change, negative = inhibition, most hits filed as inhibitors. 360,000 compounds, 2.1% hits. AID 504444; further: potency means the concentration at half of the fitted maximal effect; on the % scale 0 is the no-effect control and ±100 the full control effect; nearly all actives have a fitted effect of over 60% in size
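Quantitative HTS in A549 cells stably bearing an antioxidant response element-firefly luciferase construct. Inhibition of Nrf2-driven transcription was scored by luminescence after 18-24 h of compound exposure at 37 °C.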
TGFb SMAD3 inh: inhibitors of TGF-b signaling; 410,000 compounds, 1.2% hits; HepG2 CAGA-GFP TGF-b/SMAD3 reporter, GFP fluorescence, 18 h; TGF-beta stimulated, 500 pg/mL final; Potency, µM (highest dose often 46.1 µM), for inactives: at the highest dose activity, negative = inhibition, hits mostly inhibitors; further: potency means the concentration at half of the fitted maximal effect; on the % scale 0 is the no-effect control and ±100 the full control effect; nearly all actives have a fitted effect of over 65% in size
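Smad-responsive CAGA-GFP expression was quantified in HEPG2 cells exposed to compounds and 500 pg/mL final TGF-beta for 18 h at 37 degrees C; unstimulated wells defined full inhibition.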
A549 tox: counter-screen for Nrf2 inhibitors: cytotoxicity in A549 cells | A549 ARE-Fluc cells, CellTiter-Fluor viability, 18-24 h | Potency, µM (top dose mostly 46 µM), for the others: top-dose activity change, negative = cytotoxicity, hits mostly inhibitors | 390,000 compounds, 0.16% hits | AID 504648; further: potency means the concentration at half of the fitted maximal effect; on the % scale 0 is the no-effect control and ±100 the full control effect
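A549 ARE_Fluc cells in 5% FBS OPTI-MEM were exposed to compounds in concentration-response for 18-24 h at 37 deg C. Viability was read by CellTiter-Fluor fluorescence (Ex 405/Em 525) after 30 min, before the luciferase read.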
Numbers without * were called inactive; i = inactive; ? = inconclusive; nt = not tested or not shown; & = joins results of further samples; ! = not confirmed by another sample; [ ] = remark or other dose. Unless noted, the call rests on the fitted dose curve; in most records, active means well fitted curve in the direction sought with a large enough effect; inconclusive means small, poorly fitted or top-dose-only effect, or another doubt; inactive means no such curve, though single readings can be large; an effect the other way counts as inactive or inconclusive.

The line under a structure holds: MmCpn inh, Nrf2 ARE act, pAkt inh, EPAC2 antagonist, CCT chaperon mod, EPAC2 ag, Nrf2 block, TGFb SMAD3 inh, A549 tox
- O=C(COC(=O)c1n[nH]c2ccccc12)NC1CCCCC1
    -1.6%, 2.1%, i, -1.1%, 3.5, 5.4%, ?, -7.9%, -1.3%
- CC(=O)Nc1cccc(-c2nc3ccccc3o2)c1
    0.2%, 9.0%, i, 7.2%, -0.8, -2.9%, -4.8%, -12.2%, -7.1%
- Cc1ccc(C(=O)CNc2ccccc2C)cc1
    -2.3%, 3.7%, i, 8.1%, -2.5, 2.4%, 11.5%, -5.6%, 0.7%
- Cc1ccccc1C(=O)NC(=S)NCC(=O)c1ccccc1
    -1.0%, 0.3%, i, 6.1%, -1.1, -5.1%, 1.3%, 5.8%, -1.0%
- COc1ccccc1-c1cccc([C@@H]2C[C@H]3[C@H](CON3C)CN2C(=O)CCc2ccccc2)c1
    nt, 0.5%, i, 8.6%, -1.1, 10.5%, 1.1%, -7.3%, -2.4%
- CCOc1ccccc1NC(=O)Cn1c(=O)n(Cc2ccc(OC)cc2)c(=O)c2oc3ccccc3c21
    nt, 0.2%, nt, nt, nt, nt, -1.0%, 0.0%, 7.8%
- CC(=O)c1ccc(NC(=S)Nc2cccc(Cl)c2C)cc1
    1.2%, 0.0%, i, -20.0%, 1.2, 4.0%, 0.0%, -1.9%, 0.0%
- CCOc1ccccc1NC(=O)COC(=O)c1cc(C)oc1C
    -0.9%, 0.0%, i, 10.6%, 0.9, -10.0%, 2.8%, 6.2%, 11.2%
- Nc1nc(=O)n(C2CC(O)C(CO)O2)cc1F (stereo not drawn)
    nt, -0.5%, i, 18.9%, -3.7, 9.5%, ?, 1.3%, -13.5%
- Cc1noc(NS(=O)(=O)c2ccc(NC(=O)c3cc(S(=O)(=O)N(C)c4ccccc4)ccc3Cl)cc2)c1C
    nt, -0.6%, i, ?, -6.2, 11.4%, 3.6%, 0.4%, 0.7%
- COC(=O)CSc1nc(C)cc(Oc2ccccc2)n1
    2.0%, -1.1%, i, -12.2%, -1.1, 9.7%, 14.8%, 1.8%, -2.9%
- CC(C)c1ccc(NC(=O)C2(C)Cc3c(-c4ccc5c(c4)OCO5)ccnc3O2)cc1 (stereo not drawn)
    nt, 2.9%, i, 6.9%, -3.2, 6.5%, nt, 3.1%, nt
- CC(CCc1ccco1)NC(=O)CCc1nnc2ccc(NCc3ccc(Cl)cc3)nn12 (stereo not drawn)
    -1.0%, -0.8%, nt, 21.3%, -3.2, 1.1%, 0.0%, -5.7%, 17.2%
- Cc1ccc(CC2CC(=O)N(c3ccc4c(c3)OCCO4)C2=O)cc1 (stereo not drawn)
    0.9%, 0.2%, i, -7.3%, 2.2, 0.4%, nt, -1.9%, -0.9%
- O=C(O)c1ccc2c(c1)C(=O)/C(=C/c1ccccc1)C2=O
    -5.2%, -0.2%[9.22 µM], i, -7.9%, -2.3, -2.4%, -9.9%, 16.6%, -19.9%
- CC(=O)CSc1nc2c(c(=O)[nH]c(=O)n2C)n1Cc1cccc(Br)c1
    0.4%, 4.2%, i, 5.3%, 1.0, 3.0%, ?, 0.5%, 6.4%
- CCOc1ncccc1C(=O)OCC(=O)N(CC)c1ccccc1
    -0.2%, 0.1%, i, -1.6%, -0.3, 9.8%, -5.3%, ?, 3.6%
- NS(=O)(=O)c1ccc(NS(=O)(=O)c2ccc(NC(=S)Nc3ccccc3)cc2)cc1
    -0.4%, -0.1%, i, 2.2%, -0.9, 13.7%, -18.3%, -5.8%, -7.2%
- CCC(Oc1ccccc1)C(=O)N(CC)CC(=O)NCc1ccc(F)cc1 (stereo not drawn)
    -2.2%, 3.7%, i, 12.1%, 5.1, 4.0%, 6.7%, -14.6%, 1.1%
- O=c1c2cc(N3CCOCC3)ccc2[nH]c(=S)n1Cc1ccccn1
    -9.1%, -0.3%, i, 4.8%, -0.3, 4.9%, 0.2%, 4.7%, nt
- Cc1cccc(C)c1NC(=O)COC(=O)CNC(=O)C1CCCCC1
    -2.0%, 0.5%, i, -9.1%, 0.1, -2.0%, 0.3%, 12.6%, -2.7%
- CCOc1ccc(C(=O)O[C@H]2[C@H](Cc3ccccc3)NS(=O)(=O)[C@H]3C[C@@H]4C=C[C@]23O4)cc1
    0.6%, -0.1%, i, -13.3%, -1.9, -2.8%, 18.9%, -0.2%, 0.6%
- CCc1cc(C(=O)N/N=C/c2ccc(OC)cc2)c2ccccc2n1
    -0.3%, 2.2%, i, -4.8%, -2.2, 14.8%, ?, 1.0%, 5.8%
- O=C(CC1C(=O)NCCN1Cc1c(F)cccc1Cl)NCc1ccccc1 (stereo not drawn)
    -0.1%, 0.1%, i, 7.3%, 2.6, 1.3%, 0.7%, ?, 6.7%
- Cc1cccc(NC(=O)CSc2nc(-c3ccccc3Cl)nc3c2Cc2c(CO)cnc(C)c2O3)c1C
    nt, 3.4%, nt, nt, nt, nt, ?, 32.7%[activator], 13.2%
- C[C@H](CO)N1C[C@H](C)[C@@H](CN(C)C)Oc2c(NC(=O)Cc3ccccc3)cccc2C1=O
    -0.2%, -0.1%, i, 3.3%, -2.5, 11.6%, 10.0%, -0.3%, 0.8%
- O=C(Cc1cccc(NC(=O)C2CCN(C(=O)C3CCCC3)CC2)c1)Nc1cccc(C(=O)N2CCCC2)c1
    1.1%, 0.2%, i, 21.3%, -1.9, -0.3%, -9.3%, 1.5%, -1.4%
- Cn1cc[n+](C)c1COc1ccc(C=O)cc1
    -1.4%, -0.6%, i, 9.3%, 0.4, -4.3%, -1.1%, 9.2%, -4.5%
- Clc1ccc(-c2noc(CSc3nnc(-c4ccncc4)n3-c3ccccc3)n2)cc1
    -0.5%, 3.3%, i, -22.2%, 0.9, 15.7%, 2.31µM*, -12.6%, ?
- CCN(CC)CCC(c1cc(OC)c(OC)c(OC)c1)c1c(OC)cc(OC)c2ccc(=O)oc12 (stereo not drawn)
    -0.3%, 9.9%, i, -0.4%, 0.2, 0.1%, 9.6%&0.9%, -4.2%&0.5%, 14.6µM*!

Part of the list above in a different format:
smiles	MmCpn inh	Nrf2 ARE act	pAkt inh	EPAC2 antagonist	CCT chaperon mod	EPAC2 ag	Nrf2 block	TGFb SMAD3 inh	A549 tox
O=C(Cc1cccc(NC(=O)C2CCN(C(=O)C3CCCC3)CC2)c1)Nc1cccc(C(=O)N2CCCC2)c1	1.1%	0.2%	i	21.3%	-1.9	-0.3%	-9.3%	1.5%	-1.4%
Cn1cc[n+](C)c1COc1ccc(C=O)cc1	-1.4%	-0.6%	i	9.3%	0.4	-4.3%	-1.1%	9.2%	-4.5%
Clc1ccc(-c2noc(CSc3nnc(-c4ccncc4)n3-c3ccccc3)n2)cc1	-0.5%	3.3%	i	-22.2%	0.9	15.7%	2.31µM*	-12.6%	?

Further records.
The line under a structure holds: MmCpn inh, Nrf2 ARE act, pAkt inh, EPAC2 antagonist, CCT chaperon mod, EPAC2 ag, Nrf2 block, TGFb SMAD3 inh, A549 tox
- O=C(CN1CCOCC1)N1c2ccccc2Sc2ccc(Cl)cc21
    nt, 0.4%, i, -14.9%, 0.3, 12.0%, nt, -15.1%, nt
- O=C(NCc1ccccn1)C1CC(c2ccccc2O)=NO1 (stereo not drawn)
    -0.3%, -0.1%, i, -3.8%, 2.7, 1.8%, 7.4%, -1.7%, -1.4%
- O=C(O)c1nsc(Cl)c1Cl
    -0.3%, -0.6%, i, 5.8%, -0.6, -0.4%, 23.9%, 0.0%, -4.8%
- CCCCCC(=O)N/N=C(\C)c1ccc(Cl)cc1
    -0.9%, -0.7%, i, 2.6%, -1.4, 1.7%, -4.7%, 12.8%, 5.3%
- CC(=O)c1ccc(OCc2cc(C(=O)N(C)CCOc3ccc(C)cc3)no2)cc1
    -0.5%, 0.0%, i, ?, 0.9, 19.4%, ?, ?, 1.3%
- CN(c1ccccc1)c1ccc(/C=C(\C#N)c2nnc3n2CCCCC3)cc1[N+](=O)[O-]
    1.7%, 5.6%, i, -1.3%, -1.8, -3.5%, ?, 0.0%, -1.3%
- CNc1ccccc1C(=O)OC
    2.3%, -0.7%, i, -2.1%, -0.4, 8.6%, 1.9%, 0.3%, 21.5%
- CCNC(=O)CSc1nc(-c2ccc(F)cc2)cs1
    -3.2%, 5.4%, i, -14.2%, 0.8, -8.5%, 7.5%, 18.7%, -1.6%
- COc1ccc(-c2c[n+]3c4n2CCCCC4=C(c2ccccc2)C3)cc1
    -1.4%, 0.2%, i, -5.4%, -0.6, 15.6%, -6.4%, ?, 0.5%
- CCOC(=O)C(NC(=O)Nc1ccccc1)(OCC)C(F)(F)F (stereo not drawn)
    -1.1%, 0.2%, i, 9.8%, 1.3, 10.5%, nt, 0.0%, 0.0%
- CCC/C(=N/Nc1ccc(Cl)cc1)c1cnnc(-c2ccccc2)n1
    nt, 0.3%, nt, 4.7%, 1.7, -2.4%, ?, 4.2%, -0.6%
- CCN(CC)S(=O)(=O)c1ccc(C(=O)OC2CCCCC2CN(C)C)cc1 (stereo not drawn)
    -1.4%, 0.3%, i, -0.8%, -3.5, 8.4%, 11.7%, -2.3%, 13.7%
- Nc1ncc(-c2ccccc2)n1CC1CCCO1 (stereo not drawn)
    -0.3%, 2.1%, i, -17.0%, -0.3, 13.3%, 16.4µM*, ?, nt

These rows are one share of the data (hit frequency here may not be typical).
